VLA-4 inh – inhibition in a human VLA-4 binding assay; inhibition, % (about 7 µM as worked out from the volumes in the protocol); 330,000 tested, 0.2% active; VLA-4 expressing cells, ligand binding flow cytometry; AID 2557; in the data active = inhibition above about 50%
Target sequence (P13612 whole entry, looked up): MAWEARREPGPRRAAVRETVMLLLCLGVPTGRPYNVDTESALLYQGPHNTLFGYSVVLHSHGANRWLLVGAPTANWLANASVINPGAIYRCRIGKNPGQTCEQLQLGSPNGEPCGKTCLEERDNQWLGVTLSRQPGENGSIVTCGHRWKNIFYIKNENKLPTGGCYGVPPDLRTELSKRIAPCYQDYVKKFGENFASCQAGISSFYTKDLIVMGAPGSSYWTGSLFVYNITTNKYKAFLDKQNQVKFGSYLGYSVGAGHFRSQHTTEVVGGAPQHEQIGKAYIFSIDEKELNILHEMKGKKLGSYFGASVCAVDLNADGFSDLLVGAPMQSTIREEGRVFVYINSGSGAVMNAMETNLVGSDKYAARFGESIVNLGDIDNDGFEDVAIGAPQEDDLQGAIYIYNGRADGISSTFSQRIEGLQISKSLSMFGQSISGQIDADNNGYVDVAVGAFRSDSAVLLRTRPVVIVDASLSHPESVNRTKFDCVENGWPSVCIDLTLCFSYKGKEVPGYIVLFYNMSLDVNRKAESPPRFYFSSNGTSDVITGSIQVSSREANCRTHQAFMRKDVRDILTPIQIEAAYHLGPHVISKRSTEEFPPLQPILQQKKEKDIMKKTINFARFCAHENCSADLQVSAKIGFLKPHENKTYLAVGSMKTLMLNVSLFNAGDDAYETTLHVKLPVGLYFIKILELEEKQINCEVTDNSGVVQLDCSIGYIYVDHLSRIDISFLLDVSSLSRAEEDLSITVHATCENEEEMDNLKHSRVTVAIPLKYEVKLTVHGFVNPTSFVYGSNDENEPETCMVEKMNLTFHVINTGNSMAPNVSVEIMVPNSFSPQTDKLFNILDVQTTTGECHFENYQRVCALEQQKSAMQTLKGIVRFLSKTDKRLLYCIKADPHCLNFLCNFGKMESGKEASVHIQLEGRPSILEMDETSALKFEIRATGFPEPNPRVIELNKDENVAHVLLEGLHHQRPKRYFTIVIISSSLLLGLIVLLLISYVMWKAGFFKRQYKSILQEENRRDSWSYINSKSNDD
RPL19A-GFP yeast – alters RPL19A-GFP fluorescence in TOR pathway yeast screen; 330,000 tested, 0.3% active; percent response vs DMSO, % at 10 µM; S. cerevisiae RPL19A-GFP strain, flow cytometry, 3 h; hits give low values;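 active = percent response vs DMSO below 50%; inconclusive = fewer than 70 events counted for the yeast strain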;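 also: median channel GFP fluorescence of the barcoded RPL19A-GFP strain; ratio of sample median GFP to plate DMSO average so 100% = DMSO; lower means less RPL19A-GFP as with rapamycin TOR inhibition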
LAP4 TOR yeast – yeast TOR pathway LAP4-GFP modulation; S. cerevisiae LAP4-GFP multiplex, flow cytometry GFP, 3 h; median GFP as percent of DMSO wells; GFP response vs DMSO, % at 10 µM; 320,000 tested, 0.34% active; AID 2023;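 active = GFP response vs DMSO above a set limit, about the screen mean plus 3 SD, cut at about 150% in these data; inconclusive = under 70 cell events counted for the yeast strain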
CIT2-GFP yeast – alters CIT2-GFP fluorescence in TOR pathway yeast screen; S. cerevisiae CIT2-GFP strain, flow cytometry, 3 h; 100 means same as DMSO wells; 320,000 tested, 0.065% active; GFP response vs DMSO, % at 10 µM; AID 2029;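 active = GFP response relative to DMSO above a set limit, near the screen mean plus 3 SD, cut at about 150% in these data; inconclusive = Fewer than 70 cells measured for a yeast strain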;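 also: ratio of well median GFP fluorescence to mean of DMSO wells on the plate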
JMJD2C inh – inhibitors of human GASC-1 (JMJD2C) demethylase | GST-JMJD2C(1-420) H3K9me3 demethylation, DELFIA europium | Q9H3R0 | 330,000 tested, 0.069% active | inhibition, % at 2.35 µM;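 active = more than half of a compound's replicate wells show inhibition beyond 50%, single wells judged on their own value; inconclusive = some, but no more than half, of replicates pass 50% inhibition; inactive = no replicate passes 50% inhibition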;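 also: signal counts dimethyl H3K9 product captured on neutravidin plate; 0% = median of DMSO wells and 100% = 0.3 times that DMSO median; strong numbers were not always called active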
AGP1 TOR yeast – yeast TOR pathway AGP1-GFP modulation; AID 2066; S. cerevisiae AGP1-GFP multiplex flow cytometry, 3 h; GFP as percent of DMSO wells; GFP response vs DMSO, % at 10 µM; 320,000 tested, 0.02% active;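 active = GFP response relative to DMSO above a set limit, near screen average plus 3 SD, cut at about 150% in these data; inconclusive = fewer than 70 cells counted for the yeast strain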;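 also: median GFP channel fluorescence of the gated AGP1 strain per well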
MEP2 TOR yeast – modulators of TOR pathway MEP2-GFP in S. cerevisiae | GFP response vs DMSO, % at 10 µM | AID 2016 | 330,000 tested, 0.51% active | S. cerevisiae MEP2-GFP strain, flow cytometry GFP, 3 h; 100% = DMSO control level;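 active = GFP response versus DMSO above a set limit, roughly screen mean plus 3 SD, cut at about 180% in these data; inconclusive = fewer than 70 cells counted for a yeast strain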;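 also: median GFP fluorescence of the barcode-gated MEP2-GFP cells per well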
GRK2 inh – inhibitors of human GRK2 displacing RNA aptamer. AID 488847. 330,000 tested, 0.59% active. bead flow cytometry, FAM-aptamer displacement from GRK2. inhibition of aptamer binding, % at 10 µM. P25098;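 active = inhibition of aptamer binding above 40%, roughly 3 SD of noise, on plates passing a quality check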;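 also: median bead fluorescence of bound FAM aptamer so fluorescent compounds give negative values; no value below 0 was filed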
* = called active by the depositor; ? = inconclusive; · = not tested or not shown; [ ] = another dose, or the depositor's remark.

compound	VLA-4 inh	GRK2 inh	MEP2 TOR yeast	AGP1 TOR yeast	CIT2-GFP yeast	RPL19A-GFP yeast	JMJD2C inh	LAP4 TOR yeast
Cc1ccccc1C(=O)Nc1ccnc(-c2ccncc2)n1	2.5	3.0	97.0	91.7	96.1	93.5	-7.2	95.8
O=c1cc(C(F)(F)F)oc2c1ccc1ccccc12	4.0	6.0	103.8	100.0	93.8	99.9	-6.0	103.9
COc1ccc(NS(=O)(=O)c2cccc(C(=O)N3CCCC3)c2)cc1	4.2	0.0	85.3	93.5	84.1	93.5	0.0	92.3
Cc1ccc(OCCCC(=O)Nc2ccc(S(=O)(=O)Nc3cc(C)on3)cc2)cc1	2.5	0.0	111.0	108.1	102.7	97.7	1.8	104.2
COC(=O)c1cc(S(=O)(=O)N2CCN(c3ccc(OC)cc3)CC2)cn1C	0.6	2.0	97.7	100.5	109.0	101.0	1.3	97.6
COc1ccc(-c2cc(C(F)F)n3ncc(C(=O)Nc4ccc(C(=O)N5CCOCC5)cc4)c3n2)cc1	0.4	3.0	90.4	95.7	91.3	98.6	23.2	105.9
Cc1ccccc1OC(C)C(=O)Nc1cccnc1 (stereo unspecified)	-7.0	1.0	92.2	94.0	92.1	104.7	6.1	85.4
O=C1c2ccccc2C(=O)C1c1ccnc2ccccc12	-8.9	0.0	123.7	75.6	74.6	77.4	-2.0	101.3
CC(CC(=O)Nc1ccc(F)c([N+](=O)[O-])c1)c1ccccc1 (stereo unspecified)	-2.1	0.0	95.4	88.6	94.1	93.5	-3.2	87.7
CCOC(=O)c1[nH]cnc1C(=O)Nc1ccncc1	-3.9	0.0	108.1	104.0	104.9	106.8	-2.2	96.5
O=C(CN1C(=O)c2ccccc2C1=O)N1CCCCC1	-13.6	3.0	109.1	94.5	98.8	91.7	·	94.4
CCOC(=O)N1CCN(S(=O)(=O)c2ccc(C(=O)N(CCN(C)C)c3nc4c(C)cccc4s3)cc2)CC1	-7.8	0.0	104.2	103.8	109.2	106.7	6.2	95.0
O=C(COC(=O)c1c[nH]c2ccccc12)Nc1cccc(F)c1	3.5	0.0	103.5	99.2	96.5	102.5	-5.3	107.4
COc1cc(/C=C/C(=O)NCc2ccccn2)cc(OC)c1OC	0.3	0.0	107.2	102.2	105.5	109.8	-0.4	93.2
CCOCCc1nnc(NC(=O)CS(=O)(=O)Cc2ccccc2)s1	4.3	7.0	103.3	101.6	99.4	102.3	-0.9	98.1
O=S(=O)(c1cccc(C(F)(F)F)c1)N1CCN(C(=S)NC2CC2)CC1	4.1	0.0	96.3	88.6	93.1	95.7	-0.7	84.6
Cn1c(=N)n(CC(=O)c2ccc(F)cc2)c2ccccc21	-8.6	0.0	98.0	105.4	107.3	97.6	-10.5	114.4
Fc1ccc(C2=Nn3c(Cc4ccccc4F)nnc3SC2)cc1	2.5	0.0	104.4	100.8	104.8	107.4	5.1	104.6
CCOC(=O)c1[nH]c2ccc(OC)cc2c1NC(=O)CCN1CCN(Cc2ccccc2)CC1	-5.3	0.0	124.6	105.3	105.7	100.5	0.6	103.5
COc1ccc(C(CCN2CCCCC2)c2c(OC)cc(OC)c3c(-c4ccccc4)cc(=O)oc23)cc1 (stereo unspecified)	-0.5	0.0	97.7	101.4	97.3	99.1	-13.1	94.0
CCOc1cc(/C=C2\C(=O)N(c3cccc(C(=O)O)c3)N=C2C(F)(F)F)ccc1OCC(=O)Nc1ccccc1OC	16.8	0.0	101.3	95.8	98.8	90.9	-21.6	98.3
O=[N+]([O-])c1ccc(S(=O)(=O)NCC(c2cccnc2)N2CCc3ccccc32)cc1 (stereo unspecified)	12.7	0.0	93.0	99.1	93.8	98.4	-29.6	103.5
COc1cccc(-n2c(-c3ccccc3)c[nH]c2=S)c1	1.0	1.0	101.6	100.8	94.5	97.0	1.6	100.3
CCOc1ccccc1Nc1ncccc1C(=O)N1CCCC1	9.6	0.0	102.8	98.9	96.0	97.5	-0.9	101.7
CC(C)C(=O)Nc1ccc(Br)cc1Cl	14.1	1.0	101.1	99.0	102.8	103.4	12.1	92.7
O=C1N[C@@H](Cc2ccccc2)COC(=O)[C@H](Cc2ccc(F)cc2)CC/C=C/C[C@H]1CC(=O)N(CCO)Cc1ccccc1	-12.6	0.0	97.7	104.4	95.2	107.9	-15.5	105.2
COc1ccccc1CNC(=O)CCCNC(=O)Cn1cnc2sc(C)c(C)c2c1=O	15.7	1.0	89.7	101.5	96.4	100.5	2.4	94.3
COC(=O)c1ccc(Oc2nc(NC(C)C)nc(SC)n2)cc1	8.1	5.0	103.9	103.9	104.4	103.8	-8.6	104.0
CCc1ccc(-c2cc(C(F)(F)F)n3nc(C(=O)Nc4c(C)nn(Cc5ccccc5Cl)c4C)cc3n2)s1	14.4	2.0	114.6	108.8	105.5	108.5	5.0	114.3
O=C(CNS(=O)(=O)c1ccccc1)NCC(=O)OCc1ccc(Br)cc1	-12.4	0.0	99.0	97.4	100.6	100.1	9.7	104.7
CC(=O)Nc1ccc(S(=O)(=O)N/N=C/c2ccc(C)o2)cc1	4.5	3.0	103.4	?	75.1	109.8	-1.6	74.3
Cc1ccc(-c2nc3ccccc3c(=O)o2)cc1	17.4	0.0	117.6	101.8	108.0	104.5	-1.0	101.1
CCOC(=O)C1CCN(C(=O)COC(=O)CSc2ccc([N+](=O)[O-])cc2)CC1	6.8	2.0	107.8	96.6	90.6	89.9	6.8	121.8
N=c1c(C(=O)NC2CCCCC2)cc2c(=O)n3ccccc3nc2n1Cc1ccccc1	4.6	3.0	98.2	88.8	97.0	96.7	9.8	97.0
Cc1c(C(=O)NC2CCN(Cc3ccccc3)C2)oc2ccc(Br)cc12 (stereo unspecified)	-2.3	0.0	107.0	104.8	104.9	103.9	4.4	105.8
O=C(CN1CCOCC1)Nc1ccccc1NC(=O)C1CCN(c2ncccn2)CC1	11.2	0.0	101.1	98.9	104.5	98.4	-9.0	101.2
CNC(=O)CSc1nc2ccccc2c(=O)n1C1CCCCC1	4.4	13.0	92.4	86.8	92.4	95.6	-13.2	81.0
O=[N+]([O-])c1ccc2nc(C3CCCCC3)[nH]c2c1	-15.3	0.0	110.2	99.9	100.0	99.5	15.1	100.8
O=C(Cc1cccc2ccccc12)Nc1ccc(OC(F)F)c(Cl)c1	2.6	1.0	106.6	102.5	93.7	104.6	1.7	102.9
CCOC(=O)c1ccc(NC(=O)CN2C(=O)CSCC2=O)cc1	-0.4	0.0	105.5	102.1	103.5	105.2	-4.6	93.3
N#Cc1ccsc1NC(=O)C1CCN(S(=O)(=O)c2cccs2)CC1	10.0	0.0	96.8	106.3	85.9	98.0	7.1	101.1
CCCCCCCCOC(=O)C(NC(=O)CCC(=O)Nc1ccc(S(N)(=O)=O)cc1)C(O)c1ccccc1 (stereo unspecified)	-6.3	3.0	106.6	99.8	111.0	105.3	0.5	99.4
COc1cscc1C(N)=O	4.0	1.0	100.8	106.3	106.5	96.1	-20.0	104.6
CCOc1ccc(N2C(=O)CC(N3CCc4ccccc43)C2=O)cc1 (stereo unspecified)	8.5	0.0	102.2	103.3	102.0	102.3	2.3	114.8
CCC(C(=O)Nc1ccc(C(=O)Nc2ccccc2C(=O)O)cc1)c1ccccc1 (stereo unspecified)	39.7	0.0	99.6	89.8	91.5	108.6	2.0	82.1
CCOc1ccc(C2CC(c3cccc(OC)c3)Nc3ncnn32)cc1 (stereo unspecified)	10.7	3.0	109.2	102.1	100.0	102.0	1.3	104.1
COc1ccc(-c2c(C)c3ccc(O)cc3oc2=O)cc1OC	-3.1	1.0	106.8	101.0	100.7	103.0	-0.5	96.8
O=C(OCc1ccc(-c2ccccc2)cc1)c1cccc(O)c1	-7.7	0.0	96.7	73.5	74.8	99.7	-21.7	80.3
N#CC1C(=O)NC(N2CCN(c3ccccc3)CC2)=NC12CCCCC2 (stereo unspecified)	-1.7	0.0	85.8	94.8	92.8	94.0	-11.8	93.3
CCOC(=O)C1CCCCN1C(=O)CCn1nnnc1CN1CCOCC1 (stereo unspecified)	-117.7	6.0	103.9	98.3	99.9	97.0	5.9	98.5
COc1cc(OC)c2c(-c3ccccc3)cc(=O)oc2c1C(CCN1CCCC(C)C1)c1ccc(N(C)C)cc1 (stereo unspecified)	-5.2	0.0	103.7	106.4	107.2	101.2	-21.1	92.1
CN(C1CCCCC1)S(=O)(=O)c1cccc(C(=O)OCC(=O)NC2CCCc3ccccc32)c1 (stereo unspecified)	0.0	0.0	87.3	98.3	90.6	102.6	16.1	87.8
COc1ccc(N2CCN(c3ccc(NC(=O)NN)cc3)CC2)cc1	10.1	1.0	327.6*[may fluoresce violet]	?	?	44.6*[may fluoresce violet]	-0.1	87.2[may fluoresce violet]
O=C(O)c1cc(=O)c2ccccc2[nH]1	24.1	0.0	157.9[may fluoresce violet]	19.6[may fluoresce violet]	?	74.2[may fluoresce violet]	·	96.0[may fluoresce violet]
Cc1ccc(OC(=O)c2cccc(C(=O)Oc3ccc(C)cn3)n2)nc1	35.8	0.0	105.9	110.0	102.8	102.7	9.5	103.4
O=C(N/N=C/c1c(F)cccc1Cl)c1ccc(Cn2cc(Br)cn2)o1	-23.3	0.0	105.7	99.6	89.8	103.1	0.5	102.6
COc1ccc(-c2cc3c(=O)n(CC(=O)NCCCN4CCC(Cc5ccccc5)CC4)ncn3n2)cc1	35.5	0.0	120.2	94.3	96.8	94.4	-9.6	102.2
O=C1CCCN1CN(C(=O)c1ccccc1)c1ccccc1	10.6	0.0	103.7	96.1	95.3	88.5	-3.9	103.4
COc1nccnc1NS(=O)(=O)c1ccc(NC(=S)NC(=O)c2cccc(F)c2)cc1	-15.7	5.0	100.8	101.0	100.7	101.1	1.3	96.5
Cc1ccc(-c2nc3c(c(=O)c4ccccc4n3C)c(=O)n2-c2ccc(F)cc2)cc1	-1.8	5.0	107.9	97.9	97.4	107.2	8.2	98.6

(continued)
compound	VLA-4 inh	GRK2 inh	MEP2 TOR yeast	AGP1 TOR yeast	CIT2-GFP yeast	RPL19A-GFP yeast	JMJD2C inh	LAP4 TOR yeast
O=C(NCC(c1ccco1)N1CCc2ccccc21)c1cccc([N+](=O)[O-])c1 (stereo unspecified)	10.6	0.0	96.1	102.3	104.7	96.0	4.3	99.8
CC(=O)Nc1ccccc1C(=O)C(=O)Nc1ccccc1	4.4	4.0	106.9	95.8	89.0	101.7	-6.2	101.1
Cc1ccc(CN2CCc3c(OCC(=O)Nc4cc(C)ccc4C)cccc3C2=O)cc1	-4.0	0.0	93.5	95.8	98.4	100.0	-15.3	90.2
COC(=O)C1=CN(CC2CCCO2)C=C(C(=O)OC)C1c1ccsc1 (stereo unspecified)	29.0	2.0	101.4	97.1	104.7	98.2	13.5	102.0
COc1ccc(N(C(=O)/C=C/c2ccccc2)C2=CC3CCC(C2)N3C)cc1 (stereo unspecified)	3.8	0.0	108.9	112.5	101.7	103.4	10.1	103.9

A few values from the results shown.
`COC(=O)C1=CN(CC2CCCO2)C=C(C(=O)OC)C1c1ccsc1` (stereo unspecified) in CIT2-GFP yeast is entered as 104.7
`COc1ccc(N(C(=O)/C=C/c2ccccc2)C2=CC3CCC(C2)N3C)cc1` (stereo unspecified) in JMJD2C inh is entered as 10.1

Assay outcomes deposited in PubChem by several laboratories.
